Compound activity (PubChem)
12-LOX inh – inhibitors of human 12S-lipoxygenase ALOX12; P18054; purified 12hLO, xylenol orange hydroperoxide absorbance; Potency, µM (doses to about 108 µM), without a hit: top-dose activity change, negative = inhibition, actives largely listed as inhibitors; 580,000 compounds, 1.1% hits; AID 1671190; note: potency is the fitted concentration of half-maximal effect; % is set by controls: 0 for no effect and ±100 for the full control effect
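Hydroperoxide product was detected by ferrous iron/xylenol orange as the 573 to 405 nm absorbance ratio. Arachidonic acid at 40 uM (final) was turned over for 30 min at room temperature by 150 nM human 12hLO, pH 7.0 Hepes buffer, after 15 min compound preincubation.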
POLH inh – inhibitors of human DNA polymerase eta. Q9Y253. recombinant Pol eta, fluorescent DNA replication assay. Potency, µM (titrated, usually from 114 µM), for the others: top-dose activity change, negative = inhibition, usual class: inhibitors. 390,000 compounds, 1.2% hits; note: potency is the fitted concentration of half-maximal effect; % is set by controls: 0 for no effect and ±100 for the full control effect
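Fluorescent replication assay: 50 nM final substrate added after a 15 min room-temperature compound preincubation with 10 nM enzyme. Signal taken at 0 min and again at 10 min.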
POLK inh – DNA polymerase kappa (human) inhibition | Q9UBT6 | purified Pol kappa, fluorescent DNA synthesis assay, 10 min | Potency, µM (top dose mostly 107 µM), for the others: top-dose activity, negative = inhibition, hits mostly inhibitors | 400,000 compounds, 0.53% hits; note: potency is the fitted concentration of half-maximal effect; % is set by controls: 0 for no effect and ±100 for the full control effect
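50 nM final substrate added after 15 min RT preincubation of 10 nM Pol kappa with compound; fluorescence read at 0 and 10 min.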
LDHA block – LDHA (human) enzyme inhibition; P00338; purified LDHA, NADH/diaphorase-resazurin fluorescence; hits give low values; activity change, % (values are at about 110 or 230 µM); 480,000 compounds, 0.15% hits; in the data active = activity change below about -30%; inconclusive = mostly about -25% to -30%;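 note: plate controls were DMSO wells for no effect and wells without enzyme for full effect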
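Human LDH5 at 2 nM final in Tris HCl pH 7.4 with 0.06 mM NADH and 0.2 mM pyruvate, reacted 5 minutes at room temperature. Remaining NADH coupled via diaphorase/resazurin; resorufin fluorescence read at 0 and 20 minutes, normalized to enzyme-free and DMSO wells.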
Apoferritin bind – binds horse apoferritin like a general anesthetic; apoferritin/1-aminoanthracene competitive binding, fluorescence; Potency, µM (highest dose often 77.5 µM), without a hit: at the highest dose activity change, negative = displacement, actives largely listed as inhibitors; 350,000 compounds, 0.074% hits; AID 485281; note: potency is the fitted concentration of half-maximal effect; % is set by controls: 0 for no effect and ±100 for the full control effect; nearly all actives have a fitted effect of over 20% in size
Target sequence (P02791 2-175 limits assumed): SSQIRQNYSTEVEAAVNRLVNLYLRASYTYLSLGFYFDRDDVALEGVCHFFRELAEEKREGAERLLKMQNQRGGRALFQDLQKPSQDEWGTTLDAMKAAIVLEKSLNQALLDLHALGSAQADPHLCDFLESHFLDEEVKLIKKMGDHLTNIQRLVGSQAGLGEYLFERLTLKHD
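Probe: 1-aminoanthracene (50% saturated, PBS). Protein: horse-spleen apoferritin, 10 uM. Incubation: 10 min, room temperature. Detection: 380 nm excitation, 535 nm emission. Analysis: normalized response, four-parameter Hill.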
APE1 inh – blocks human APE1 abasic DNA cleavage | Potency, µM (top dose mostly 65.8 µM), for the others: at the highest dose activity change, negative = inhibition, hits mostly inhibitors | P27695 | AID 2517 | recombinant APE1, TAMRA/BHQ-2 abasic DNA cleavage fluorescence | 350,000 compounds, 0.35% hits;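 note: potency is the fitted concentration of half-maximal effect; plate controls were vehicle for no effect and reference inhibitor for full effect; nearly all actives have a fitted effect of over 55% in size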
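Kinetic fluorescence read (525 ex/598 em nm, three reads 60 s apart) of AP-site incision; signal = third minus first read. Enzyme 0.75 nM, dual-labelled THF duplex 50 nM, compound preincubation 15 min RT.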
Pol beta inh – DNA polymerase beta (human) inhibition. P06746. Pol beta primer extension/strand displacement, fluorescence kinetic. Potency, µM (doses to about 114 µM), inactives show top-dose activity change, negative = inhibition, most hits filed as inhibitors. 340,000 compounds, 1.3% hits. AID 485314; note: potency is the fitted concentration of half-maximal effect; % is set by controls: 0 for no effect and ±100 for the full control effect
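Homogeneous kinetic assay of primer extension and strand displacement by 10 nM Pol beta, preincubated 15 min at room temperature with compound before 50 nM substrate (final) was added. Read at 0 and 10 min; four-parameter Hill fit.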
RGS4 inh – inhibitors of human regulator of G protein signaling 4; P49798; Transcreener GDP fluorescence polarization, RGS4-accelerated GTP hydrolysis; Potency, µM (series often up to 114 µM), for inactives: at the top dose activity change, negative = inhibition, actives largely listed as inhibitors; 390,000 compounds, 0.039% hits; note: potency is the fitted concentration of half-maximal effect; % is set by controls: 0 for no effect and ±100 for the full control effect; nearly all actives have a fitted effect of over 75% in size; some results filed as inactive show a strong effect at the top dose
Target sequence (P49798 whole entry, looked up): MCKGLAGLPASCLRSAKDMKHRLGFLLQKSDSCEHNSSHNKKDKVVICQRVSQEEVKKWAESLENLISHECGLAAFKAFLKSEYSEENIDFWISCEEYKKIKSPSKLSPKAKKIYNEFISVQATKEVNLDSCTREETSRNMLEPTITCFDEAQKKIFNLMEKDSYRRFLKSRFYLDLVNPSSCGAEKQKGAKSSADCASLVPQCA
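MLSMR compounds (23 nl, pin-transferred) preincubated 10 min at room temperature with a 500nM (2x) first reagent, then RGS4 at 900nM (2x) plus Transcreener GDP mix added; fluorescence polarization (620/688 nm) read before and after 90 min at 30 °C.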
ERG Ets-DNA blk – ERG Ets/DNA interaction inhibition | fluorescence polarization, His-ERG Ets domain / labelled DNA | Potency, µM (highest dose often 76.9 µM), inactives show at the highest dose FP activity, negative = inhibition, most hits filed as inhibitors | 370,000 compounds, 0.028% hits; active = well fitted inhibition curve with a large enough effect in the polarisation, with a control signal flat; inconclusive = small, poorly fitted or top-dose-only effect, or effect the other way, or a change in a side signal; inactive = no such curve, though single readings can be large or run the other way; the % refers to the polarisation;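 note: polarization taken with two DNA probes labelled with fluorescein and Texas red; potency is the fitted concentration of half-maximal effect; % of control where 0% means no effect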
Target sequence (P11308 whole entry, looked up, the tested form may be a part): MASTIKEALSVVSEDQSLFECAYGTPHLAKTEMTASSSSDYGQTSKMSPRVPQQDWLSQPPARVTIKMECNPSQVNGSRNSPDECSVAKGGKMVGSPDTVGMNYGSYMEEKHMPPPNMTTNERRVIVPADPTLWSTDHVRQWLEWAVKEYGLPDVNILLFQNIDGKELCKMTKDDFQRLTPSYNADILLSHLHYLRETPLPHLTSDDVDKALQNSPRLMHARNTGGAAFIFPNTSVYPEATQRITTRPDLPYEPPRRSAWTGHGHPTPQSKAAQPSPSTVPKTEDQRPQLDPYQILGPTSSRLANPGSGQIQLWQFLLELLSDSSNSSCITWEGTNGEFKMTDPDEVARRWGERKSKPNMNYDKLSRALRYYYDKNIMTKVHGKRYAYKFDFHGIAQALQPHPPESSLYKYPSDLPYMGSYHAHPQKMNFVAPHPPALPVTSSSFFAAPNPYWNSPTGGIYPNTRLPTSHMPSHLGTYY
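His-tagged ERG Ets domain (1 uM in the protein solution; 300mM KCl, 50mM Tris-HCl, 1mM EDTA, 1mM DTT, pH 7.5) received compound, then a probe mix of 5 nM fluorescein-DNA and 100nM Texas-615-DNA. Fluorescence polarization was read for both dyes.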
Numbers without * were called inactive; ? = inconclusive; / = not tested or not shown; & = joins results of further samples; [ ] = remark or other dose. Unless noted, calls come from the whole dose curve; as a rule, active = well fitted curve in the direction sought with a large enough effect; inconclusive = small, poorly fitted or top-dose-only effect, or another doubt; inactive = no such curve, though single readings can be large; an effect the other way counts as inactive or inconclusive. These rows are one share of the data; the hit share may differ from the screen's.

SMILES	12-LOX inh	POLH inh	POLK inh	LDHA block	Apoferritin bind	APE1 inh	Pol beta inh	RGS4 inh	ERG Ets-DNA blk
COc1ccc(C(=O)COc2ccccc2C#N)cc1	0%	-5%	-13%	-3	-1%	?	-8%	20%	-2%
Cc1ccc(N2CC(C(=O)OCC(=O)C(C)(C)C)CC2=O)cc1 (centres undefined)	15%	-14%	-2%	-11	-23%	12%	2%	-7%	-5%
Cc1cccc(NC(=O)C2CCCN2C(=O)NC2CCCCC2)c1 (centres undefined)	-2%	-20%	0%	-2	3%	-10%	31%	-16%	-8%
COCCN1C(=S)NC(c2cccc(C(F)(F)F)c2)C(C(=O)N2CCOCC2)=C1C (centres undefined)	0%	-19%	-11%	-9	-19%	3%	0%	0%	-25%
COc1ccc(-c2noc(N3CCC(C(=O)Nc4ccc(OC)cc4OC)CC3)n2)cc1	13%	-13%	1%	-12	-17%	-16%	6%	-11%	5%
O=C(CCCCCNC(=O)N1CCn2c1nc1ccccc12)NCCc1ccccc1	0%	-6%	-5%	-3	-15%	31%	5%	-6%[56.9 µM]	-1%
Cc1ccc2c(c1)-c1c(cnn1CC(=O)Nc1ccccc1C#N)CO2	-13%	-20%	2%	2	-2%	/	-2%	-17%	9%
O=C(COc1cccc(F)c1)NNC(=O)Cc1ccc(Br)cc1	-24%	-8%	-13%	-4	/	59%	/	16%	-8%
CCOC(=O)c1c(C)[nH]c(NC(=O)Nc2c(C)n(C)n(-c3ccccc3)c2=O)c1C	9%	1%	-1%	0	-4%	1%	-18%	-1%	-12%
CCc1ccccc1NC(=S)/N=C(\N)Nc1nc(C)c2cc(C)ccc2n1	35µM*	-4%	8%	-9	-6%	2%	0%	-13%	-8%
CCOC(=O)c1nn(-c2ccccc2F)c2nc(Nc3ccccc3)cc(=O)n12	12%	-16%	-12%	-10	-19%	8%	-10%	-11%	/
O=C(Nc1c(C(=O)N2CCN(c3ccccc3F)CC2)oc2ccccc12)c1ccccc1F	-15%	-3%	4%	-3	-10%	/	-1%	13%	-6%
CCOc1ccccc1NC(=O)C1CCCN(C(=O)Nc2ccccc2)C1 (centres undefined)	1%	6%	-6%	-6	4%	0%	-10%	-9%	-4%
CC(C)(C)OC(=O)C[C@@H]1C/C=C\C[C@H](CC(=O)NCCO)C(=O)N[C@@H](Cc2ccccc2)COC1=O	-17%	-11%	-12%	-8	/	-13%	/	6%	-8%
COc1ccc2c(Cl)c(C(=O)NCCc3ccc(S(N)(=O)=O)cc3)sc2c1	14%	-16%	4%	-1	0%	10%	-1%	-25%	11%
N#C/C(=C\c1ccncc1)c1nc2ccccc2[nH]1	33%[activator]	-20%	-15%	14	53%[activator]	0%	0%	-7%	8%
COc1ccc(N2CCN(C(=O)c3ccc(CS(=O)(=O)c4ccc(OC)cc4)o3)CC2)cc1	-17%	3%	-1%	-7	-14%	11%	26%	10%	15%
CCOc1ccc2nc(C(=O)N3CCCC(C)C3)sc2c1 (centres undefined)	-9%	-25%	-12%	-8	4%	-2%	7%	-20%	-6%
COCCNC(=O)/C(C#N)=C\c1ccc(CNS(=O)(=O)c2ccc(C)cc2)o1	-4%	-22%	-9%	2	-10%	7%	-4%	5%	-6%
Cc1c(C(=O)Nc2ccc3c(c2)CCC3)cccc1[N+](=O)[O-]	-5%	-25%	-11%	-5	-9%	8%	-12%	2%	14%
O=C(Nc1ccccc1C(F)(F)F)c1cc(-c2cccc(O)c2)on1	0%	-11%	-13%	-8	-13%	-4%	7%	13%	-4%
CCOc1ccc(CNC(=O)c2cnc3c(C)cccn3c2=O)cc1	-30%	-4%	-1%[60.1 µM]	2	-3%	/	2%	11%	-5%
CC1CCN(c2ccc(-c3nc(-c4ccccc4)no3)cc2[N+](=O)[O-])CC1	7%	-12%	-12%	-18	-6%	/	-4%	15%	-3%
Cc1c(NC(=O)Nc2ccccc2C(F)(F)F)c(=O)n(-c2ccccc2)n1C	7%&-11%	-11%&1%	6%&11%	-7&-2	3%&-5%	2%	54%&16%	-6%&-6%	-6%&4%
COc1ccc(-c2nc(-c3ccc4c(c3)OCO4)[nH]c2-c2ccc(OC)cc2)cc1	-16%	-5%	-24%	-4	7%	6%	3%	-1%	6%
Cc1cc(C)c(NS(=O)(=O)c2ccc3c(c2)NC(=O)CCS3)c(C)c1	22%&-1%	1%&-18%	-16%&-7%	-12&2	?	-7%	-1%&-21%	26%&-7%	9%&9%
Cc1ccccc1OCCC(=O)Nc1ccc(Cl)cc1F	6%	-13%	-4%	-5	10%	5%	-23%	19%	14%
CCc1nn(C(CC)C(=O)NCc2cccc(OC)c2OC)c(=O)c2cc3occc3n12 (centres undefined)	-17%	-11%	6%	1	-6%	-7%	21%	5%	0%
COc1ccc(Nc2cnn(-c3nc4ccccc4s3)c(=O)c2Cl)cc1	-5%	-13%	-14%	-1	-1%	4%	7%	?	-12%
Cc1cc(C(F)F)n2ncc(C(=O)NCCc3ccc(Cl)cc3)c2n1	-17%	-14%	-1%	0	?	0%	3%	5%	9%
CCc1nc2ccccc2n1CC(=O)NC1CCS(=O)(=O)C1 (centres undefined)	0%	1%	-7%	-8	/	-14%	/	18%	-1%
CN(CCCNC(=O)C1CCC(CNS(=O)(=O)c2ccccc2)CC1)Cc1ccccc1 (centres undefined)	-9%	-20%	-11%	-6	-9%	42%	-6%	-11%	-1%
C#CCOCCOCCOCCNc1nc(N2CCN(C(=O)Cn3cc(CCO)nn3)CC2)nc(N2CCN(C(=O)[C@H]([C@@H](C)CC)n3cc(CCCCN)nn3)CC2)n1	?	-17%	-4%	0	/	/	/	7%	5%
COc1ccc(CC(=O)OC(C)CN2CCCC2)cc1 (centres undefined)	0%	10%	-13%	-2	-7%	1%	-8%	19%	4%
Cc1ccccc1C(=O)NC(=S)Nc1sc2c(c1C#N)CCC(C)C2 (centres undefined)	?	0%	4%	2	?	0%	-2%	-47%	-22%
Cc1cc(C(=O)COC(=O)c2nn(C)c(=O)c3ccccc23)c(C)n1C	-5%&-61%	-12%	-5%	2&-2	/	/	/	-33%	3%
CCOCCn1c(=O)c2c(nc3n2CC(C)CN3CCc2ccccc2)n(C)c1=O (centres undefined)	6%	-9%	-2%	-1	0%	13%	-4%	2%	7%
c1ccc(-c2cc3c(N4CCN(c5ccccc5)CC4)ncnc3s2)cc1	-16%	-6%	-4%	-3	-5%	-4%	?	-6%	12%
CC1Cc2ccccc2N1S(=O)(=O)c1nnc(NC(=O)c2cccc(F)c2)s1 (centres undefined)	-4%	?	-10%	-11	-9%	/	-19%	5%	4%
CCOC(=O)N1CCN(CC(=O)Nc2c(C(=O)OC)[nH]c3cc(C)ccc23)CC1	0%	-9%	5%	0	-12%	-2%	6%	-39%	2%

Record cards, from the list above. Values in the order: 12-LOX inh | POLH inh | POLK inh | LDHA block | Apoferritin bind | APE1 inh | Pol beta inh | RGS4 inh | ERG Ets-DNA blk
Record of `Cc1cc(C(=O)COC(=O)c2nn(C)c(=O)c3ccccc23)c(C)n1C` = -5%&-61% | -12% | -5% | 2&-2 | / | / | / | -33% | 3%
Record of `CC1Cc2ccccc2N1S(=O)(=O)c1nnc(NC(=O)c2cccc(F)c2)s1` (centres undefined) = -4% | ? | -10% | -11 | -9% | / | -19% | 5% | 4%
Record of `Cc1ccccc1C(=O)NC(=S)Nc1sc2c(c1C#N)CCC(C)C2` (centres undefined) = ? | 0% | 4% | 2 | ? | 0% | -2% | -47% | -22%
Record of `CN(CCCNC(=O)C1CCC(CNS(=O)(=O)c2ccccc2)CC1)Cc1ccccc1` (centres undefined) = -9% | -20% | -11% | -6 | -9% | 42% | -6% | -11% | -1%
Record of `C#CCOCCOCCOCCNc1nc(N2CCN(C(=O)Cn3cc(CCO)nn3)CC2)nc(N2CCN(C(=O)[C@H]([C@@H](C)CC)n3cc(CCCCN)nn3)CC2)n1` = ? | -17% | -4% | 0 | / | / | / | 7% | 5%
